# Compound activity as filed in PubChem BioAssay.
# Neddylation inh – inhibitors of cullin neddylation, primary screen, biochemical, TR-FRET, uHTS, NAE and Ubc12 | calls only at 25 µM | NEDD8-conjugating enzyme Ubc12 (Homo sapiens) + NEDD8-activating enzyme E1 regulatory … | 0.58% of 360,000 active | AID 651699, 2012; in the data active = inhibition above about 36%
# Target sequence (P61081 whole entry, looked up): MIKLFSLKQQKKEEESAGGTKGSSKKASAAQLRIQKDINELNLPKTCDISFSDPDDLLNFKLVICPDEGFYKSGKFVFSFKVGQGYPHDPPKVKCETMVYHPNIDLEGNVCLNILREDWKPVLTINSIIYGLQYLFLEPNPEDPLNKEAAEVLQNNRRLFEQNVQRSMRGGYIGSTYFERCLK
# Target sequence (Q13564 whole entry, looked up): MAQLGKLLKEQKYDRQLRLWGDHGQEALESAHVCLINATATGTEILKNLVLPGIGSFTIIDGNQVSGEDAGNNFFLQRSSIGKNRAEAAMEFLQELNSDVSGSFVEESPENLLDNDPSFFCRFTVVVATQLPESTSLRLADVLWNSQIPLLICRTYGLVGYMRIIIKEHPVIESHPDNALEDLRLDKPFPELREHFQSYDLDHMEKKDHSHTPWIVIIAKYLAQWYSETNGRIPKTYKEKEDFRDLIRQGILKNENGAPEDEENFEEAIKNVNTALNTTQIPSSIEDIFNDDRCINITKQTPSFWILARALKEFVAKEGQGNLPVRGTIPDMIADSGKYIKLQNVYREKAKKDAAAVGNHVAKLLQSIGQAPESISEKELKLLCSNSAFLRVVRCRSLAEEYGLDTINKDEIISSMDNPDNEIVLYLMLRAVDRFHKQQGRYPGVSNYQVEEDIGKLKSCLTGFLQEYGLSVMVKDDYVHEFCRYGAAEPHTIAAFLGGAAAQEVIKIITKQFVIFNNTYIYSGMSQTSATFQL
# DNMT1 inh – human DNMT1 methyltransferase inhibitors, primary screen, biochemical, molecular beacon, fluorescence, HinP1I cleavage, uHTS | AID 588458, 2011 | DNA (cytosine-5)-methyltransferase 1 (Homo sapiens), P26358 | 0.83% of 360,000 active | inhibition (reported as % activation of signal), % at 10 µM; in the data active = inhibition above about 50%
# TbMetRS inhib – T. brucei MetRS inhibitors, primary screen, biochemical, luminescence. purified T. brucei MetRS, ATP depletion, Kinase-Glo luminescence. inhibition, % at 11.9 µM. 0.4% of 360,000 active. AID 624268, 2012;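 active = inhibition above a per-plate cutoff of the control wells' mean inhibition plus 3 SD, cut at about 5.5% in these data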;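 also: 0% = DMSO wells median and 100% = median of wells with control inhibitor compound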
#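 technique = Kinase-Glo luminescence, ATP depletion format | system = purified MetRS (methionyl-tRNA synthetase) enzyme from Trypanosoma brucei | timing = 15 min preincubation, 2 h reaction, all 25 °C | evaluation = percent inhibition versus plate control medians | dosing = single dose, 11.9 µM final nominal, 0.9% final DMSO | also added = substrates ATP, L-methionine and bulk Escherichia coli tRNA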
# CendR NRP1 mod – modulators of CendR peptide binding to NRP-1, primary screen, biochemical, fluorescence polarization, uHTS; AID 602438, 2012; 0.85% of 360,000 active; inhibition, % at 25 µM; FAM-RPARPAR peptide binding to NRP-1;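 active = inhibition or corrected inhibition above about 18%, plus a signal ratio from 0.5 to 1.5, limit read from the data, passing the limit was not always enough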; also: strong numbers were not always called active
# STEP block – STEP phosphatase inhibitors, primary screen, biochemical, fluorescence intensity, uHTS; recombinant STEP, OMFP fluorogenic substrate; 0.25% of 360,000 active; inhibition, % at 20 µM; AID 588621, 2011;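 active = inhibition at 20 µM, scaled per plate between control wells, above about 37%, limit read from the data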;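 also: 0% = DMSO with enzyme and substrate and 100% = substrate only without enzyme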
#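 Test system: STEP tyrosine phosphatase / Reagent: OMFP at 25 µM / Doses: 20 µM, 1% DMSO / Read-out: percent inhibition scaled to no-enzyme and uninhibited-enzyme controls, plate-pattern corrected / Detection: FITC-channel fluorescence of OMFP product / Medium: Bis-Tris buffer pH 6.0, 2.5 mM DTT, 0.005% Tween 20 / Schedule: 20 min at room temperature, dark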
# SKN-1 inh – suppressors of acrylamide-induced Pgst-4::GFP reporter in worms, primary screen, SKN-1 inhibitor project, whole organism, uHTS, GFP/RFP fluorescence ratio, strain VP596; C. elegans VP596 Pgst-4::GFP/RFP ratio, 24 h; inhibition, % at 21.8 µM; 0.49% of 360,000 active; AID 624304, 2012;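 active = interference check ratio from 0.5 to 1.5 plus GFP to RFP signal ratio inhibition reaching or exceeding a fixed threshold, cut at about 30% in these data, passing the limit was not always enough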; also: some compounds called inactive have numbers as strong as hits
# NadD block – inhibitors of S. aureus NadD, primary screen, biochemical, colorimetric, uHTS | AID 602399, 2012 | 0.78% of 360,000 active | purified NadD enzyme, colorimetric absorbance read-out | inhibition, % at 20 µM | Nicotinate-nucleotide adenylyltransferase NadD (Staphylococcus aureus N315); in the data active = inhibition above about 26%; also: some compounds past the cut are filed as inactive
# Scp-1 inhibitor – Scp-1 phosphatase inhibitors, primary screen, biochemical, colorimetric, uHTS; Recombinant Scp1, phosphopeptide, malachite green phosphate absorbance; Carboxy-terminal domain RNA polymerase II polypeptide A small phosphatase 1 (Homo …; inhibition, % at 20 µM; AID 493091, 2011; 0.88% of 340,000 active;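 active = inhibition above about 50% at 20 µM, limit read from the data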;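 also: plate controls were DMSO wells with enzyme for no effect and wells lacking enzyme for full effect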
#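 Material: truncated SCP-1 phosphatase (76-261aa) / Buffer or medium: 50 mM Tris acetate pH 5.5, 0.005% Tween-20, 10 mM MgCl2 / Compound dosing: one concentration, 20 µM, with 1.0% DMSO / Incubation: 45 min room-temperature reaction, 5 min colour, 30 min stabiliser / Detection: colorimetric free-phosphate detection, absorbance 630 nm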
# LMPTP inh – LMPTP phosphatase inhibitors, primary screen, biochemical, fluorescence intensity, uHTS; AID 651560, 2012; inhibition, % at 20 µM; 0.22% of 360,000 active; Low molecular weight phosphotyrosine protein phosphatase (Homo sapiens), P24666; recombinant LMPTP-A, OMFP fluorogenic substrate;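 active = compounds that cut the enzyme signal by at least half of the control window in the single-dose screen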;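 also: plate controls were DMSO wells with enzyme plus substrate for no effect and substrate without enzyme for full effect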
# Target sequence (P24666 whole entry, looked up): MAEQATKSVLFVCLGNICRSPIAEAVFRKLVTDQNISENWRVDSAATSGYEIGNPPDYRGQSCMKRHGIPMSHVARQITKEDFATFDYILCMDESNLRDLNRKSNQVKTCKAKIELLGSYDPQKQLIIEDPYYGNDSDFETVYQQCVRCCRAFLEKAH
#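 Test system – LMPTP-A phosphatase enzyme · Quantity – 0.625 nM LMPTP-A final · Reagent – OMFP substrate, 400 µM final · Dosing – one test concentration per compound, 20 µM, with 3% DMSO overall · Timing – 50 min enzyme reaction at room temperature, protected from light · Detection – fluorescence intensity · Controls – substrate-only low control, DMSO enzyme-plus-substrate high control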
# SUMO1-SIM PPI – modulators of SUMO1 protein-protein interactions, primary screen, biochemical, uHTS; SUMO1 binding to a labelled peptide, TR-FRET, 1 h; Small ubiquitin-related modifier 1 (Homo sapiens), P63165; inhibition, % at 20 µM; 0.33% of 360,000 active; in the data active = inhibition above about 37%
# Target sequence (P63165 whole entry, looked up): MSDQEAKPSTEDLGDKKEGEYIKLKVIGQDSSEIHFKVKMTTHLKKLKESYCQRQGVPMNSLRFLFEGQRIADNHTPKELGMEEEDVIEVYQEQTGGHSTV
# * hit, by the source's call; i = inactive; · = not tested or not shown.
cpd	SMILES	Neddylation inh	DNMT1 inh	TbMetRS inhib	CendR NRP1 mod	STEP block	SKN-1 inh	NadD block	Scp-1 inhibitor	LMPTP inh	SUMO1-SIM PPI
1	O=C(N/N=C/c1ccc(Cl)cc1Cl)c1ccc2nc[nH]c2c1	i	3	0.2	16	9	-4	5	20	11	0
2	COc1ccc(NS(=O)(=O)c2cccc(C(=O)NNC(=O)c3ccc(C)o3)c2)cc1	i	4	0.1	-2	-4	11	8	-2	-1.2	2
3	O=C(NCc1ccco1)C(c1ccco1)N(C(=O)Cn1nnc2ccccc21)c1ccc2c(c1)CCC2 (centres undefined)	i	-4	-0.8	19*	-1	19	-4	-7	-2.3	-1
4	Cc1cc(=O)[nH]c(SCC(=O)Nc2ccc(S(N)(=O)=O)cc2)n1	i	27	0.3	-4	2	1	-1	51*	0.5	9
5	CCc1ccc(S(=O)(=O)NCc2cn3c(C)csc3n2)s1	i	-2	-0.8	-10	0	-6	-3	-9	0.9	0
6	COCCN(C(=O)CN1CCc2ccccc2C1)c1c(N)n(Cc2ccccc2)c(=O)[nH]c1=O	i	-3	-0.3	-3	0	5	4	-4	-1.8	-6
7	CCCCn1c(N)c(N(CCOC)C(=O)c2cccc(OCc3ccccc3)c2)c(=O)[nH]c1=O	i	0	-0.3	-4	-1	3	0	-5	0.2	3
8	CC(NC(=O)C1CCC1)c1ccccc1 (centres undefined)	i	0	-1.4	-11	2	9	-4	1	-0.6	1
9	Cc1ccc(C(=O)NNC(=O)/C=C\C(=O)O)cc1	i	-2	-0.6	6	2	-1	-5	-13	-2.2	0
10	Cn1cnc(S(=O)(=O)N2C[C@@H](O)COC[C@@H]3O[C@H](CC(=O)NC4CCC4)CC[C@H]32)c1	i	·	0.5	-4	·	13	·	·	-0.8	3

# Scp-1 inhibitor: what is marked active above
cpd	SMILES	Neddylation inh	DNMT1 inh	TbMetRS inhib	CendR NRP1 mod	STEP block	SKN-1 inh	NadD block	Scp-1 inhibitor	LMPTP inh	SUMO1-SIM PPI
4	Cc1cc(=O)[nH]c(SCC(=O)Nc2ccc(S(N)(=O)=O)cc2)n1	i	27	0.3	-4	2	1	-1	51*	0.5	9

# (list continues)
cpd	SMILES	Neddylation inh	DNMT1 inh	TbMetRS inhib	CendR NRP1 mod	STEP block	SKN-1 inh	NadD block	Scp-1 inhibitor	LMPTP inh	SUMO1-SIM PPI
11	O=S(=O)(Nc1ccc(-c2ccc3nncn3n2)cc1)c1cccc(F)c1	i	1	-0.3	4	-2	20	-2	-2	-0.1	-8
12	COc1ccc([C@H]2C[C@H](O)[C@@H](n3cc(C4CC4)nn3)CN2C(=O)C2CCCCC2)cc1	i	3	-0.5	4	0	-3	0	·	0.8	5
13	O=C(c1ccc(F)cc1)N1CCN(C2CC3CCC2C3)CC1 (centres undefined)	i	3	-0.8	8	-5	-23	-7	-2	-1.3	2
14	CCc1ccc(CN2C(=O)c3ccccc3C2C(=O)NCC2CCCO2)cc1 (centres undefined)	i	1	0.0	-8	-3	12	-2	-10	-2.4	4
15	COc1cc(CNCc2ccccn2)ccc1OCC(N)=O	i	-1	-0.7	-2	-1	3	-4	-4	-1.7	-2
16	Cc1cc(C)c(S(=O)(=O)N2CCOC2CNC(=O)C(=O)NCCCN2CCOCC2)c(C)c1 (centres undefined)	i	0	-0.6	1	-2	7	-4	-4	-5.7	-4
17	CCOC(=O)c1sc(Nc2ccccc2Cl)nc1C	i	18	0.3	6	7	32	-2	-3	0.4	2
18	Cc1cn(CCOc2ccc(Cl)cc2)c(=O)[nH]c1=O	i	-4	-1.5	5	-2	-9	-2	4	-2.1	3
19	CCc1ccc(N(CC(=O)NC2CCCC2)C(=O)CCC(=O)Nc2cc(C)on2)cc1	i	3	0.1	2	1	16	0	-10	-1.5	28
20	COC(=O)C1(C)CN(S(=O)(=O)c2ccc(C)cc2)c2cc(OC)ccc2C1=O (centres undefined)	·	-6	-0.5	6	-1	-8	-10	-15	-0.2	4
21	O=C(C[n+]1cccc(C(=O)N/N=C/c2cccc([N+](=O)[O-])c2)c1)c1ccccc1	i	-1	-0.3	-8	-3	-3	0	-5	-0.1	-23
22	CCCCS(=O)(=O)Nc1ccc(C)cn1	·	-13	0.3	-4	6	4	-2	0	5.3	6
23	Cc1cc(Nc2ccccc2)n(-c2ccc(C(=O)O)cc2)n1	i	2	-0.3	-16	-3	3	-7	-1	0.7	0
24	COC(=O)C(O)(CC(=O)Nc1ccc(OC(F)(F)F)cc1)C(F)(F)F (centres undefined)	i	1	-0.8	-7	0	3	6	-3	-2.0	4
25	COc1ccc(Cl)cc1NC(=O)CN(C)CC(=O)Nc1ccc(S(N)(=O)=O)cc1	i	-1	0.5	11	-2	20	-2	-4	0.0	5
26	CCN(CC)CCNC(=O)c1ccc(NC(=O)CC(NC(=O)c2ccccc2Cl)c2ccccc2)cc1 (centres undefined)	i	2	-0.2	16	0	-12	8	-5	-0.4	-2
27	Cc1cc(C)c(S(=O)(=O)N2CCOC2CNC(=O)C(=O)NCCCN2CCCC2=O)c(C)c1 (centres undefined)	i	-3	-0.6	1	-2	-9	-3	-2	0.5	3
28	CC(C)C[C@@H](NC(=O)C1CCC(CNC(=O)[C@H](Cc2ccccc2)NC(=O)OC(C)(C)C)CC1)C(=O)O (some centres undefined)	i	0	-0.9	1	-1	-4	-4	-9	-0.9	-1
29	CCSc1nnc(NC(=O)CSc2ncccn2)s1	i	1	-0.4	-1	2	-5	9	-13	-2.1	1
30	CC1CCCC(NC(=O)CSc2nnnn2C)C1C (centres undefined)	i	1	0.0	-3	0	8	3	-10	-0.6	-4
31	CCCCCc1ccc(-c2ccc(C(=O)O)cc2)nc1	i	-3	0.0	-3	4	-3	3	0	-0.9	0
32	CC(C(=O)NC(C)(C)C)N(C(=O)CS(=O)CC(=O)Nc1ccc(F)cc1)C1CCCC1 (centres undefined)	i	-1	0.1	-8	0	6	-4	-5	-0.6	19
33	Cc1cc(NS(=O)(=O)c2ccc(NC(=O)CCCOc3ccc(Cl)cc3)cc2)no1	i	-2	0.9	-6	-2	-15	-1	-8	-0.9	4
34	Fc1cccc2sc(Nc3nc4cc5c(cc4s3)OCO5)nc12	·	-25	0.5	-7	-1	5	28	0	1.8	-4
35	CCOC(=O)c1sc(=S)sc1SCc1cccc(C(F)(F)F)c1	i	-1	-0.7	0	0	4	-2	-6	0.2	-6
36	COc1ccc(NC(=O)CCCC(=O)OCC(=O)c2cccc(OC)c2)cc1	i	-2	-0.4	0	0	8	-6	1	-0.9	-3
37	CCOc1ccc(S(=O)(=O)NC2CCCC2)cc1C	i	0	-0.2	8	0	13	-8	-5	-0.8	-3
38	CSc1nc(SCC(=O)O)c2c3c(sc2n1)COC(C)(C)C3	i	1	1.2	-14	-1	3	-2	-6	-0.5	0
39	O=C(O)CC/C(=C\c1ccc(N2CCOCC2)c([N+](=O)[O-])c1)c1nc2ccccc2s1	i	-1	0.2	5	3	3	10	-11	1.5	-16
40	Cn1c(-c2ccc(F)cc2)cnc1NCc1ccc(F)cc1	i	2	-0.2	13	4	17	-2	-8	-1.8	-1
41	CC(C)c1cc(C(=O)N2CCCC(C(=O)c3ccc4ccccc4c3)C2)on1 (centres undefined)	i	3	-0.4	-15	8	17	-3	-19	0.7	-12
42	O=C(NC1CCCCC1)C(c1ccccc1)n1c(=O)c(-c2ccco2)nc2ccccc21 (centres undefined)	i	·	0.8	-33	·	-2	·	·	2.0	-2
43	COc1ccccc1Cc1noc(C(C)(C)NC(=O)c2ccccc2)n1	i	-2	-1.3	-8	0	4	-7	-1	2.2	-1
44	CC(C)Oc1cccc(C(=O)Nc2ncn[nH]2)c1	i	2	0.6	11	-2	22	-5	-3	-2.1	0
45	COc1cc(CCC(=O)Nc2nnc(-c3cccnc3)s2)cc(OC)c1OC	i	0	-0.3	2	1	0	-1	-6	0.1	2
46	O=C(Nc1cccc(C(=O)Nc2ccc(F)cc2F)c1)c1ccccc1	i	0	-0.3	9	1	0	0	4	2.2	0
47	CCC(C)(C)NC(=O)C1CCN(c2nc(OC)nc(OC)n2)CC1	i	0	-0.4	14	1	-4	-1	-5	-0.2	-5
48	CC1(C)CC(=O)C2=C(C1)c1c(ccc3ncccc13)NC2c1cccs1 (centres undefined)	i	2	0.0	-3	-2	10	0	0	1.9	-3

# A different layout for some results above:
45. COc1cc(CCC(=O)Nc2nnc(-c3cccnc3)s2)cc(OC)c1OC
- Neddylation inh: i
- DNMT1 inh: 0
- TbMetRS inhib: -0.3
- CendR NRP1 mod: 2
- STEP block: 1
- SKN-1 inh: 0
- NadD block: -1
- Scp-1 inhibitor: -6
- LMPTP inh: 0.1
- SUMO1-SIM PPI: 2

46. O=C(Nc1cccc(C(=O)Nc2ccc(F)cc2F)c1)c1ccccc1
- Neddylation inh: i
- DNMT1 inh: 0
- TbMetRS inhib: -0.3
- CendR NRP1 mod: 9
- STEP block: 1
- SKN-1 inh: 0
- NadD block: 0
- Scp-1 inhibitor: 4
- LMPTP inh: 2.2
- SUMO1-SIM PPI: 0

47. CCC(C)(C)NC(=O)C1CCN(c2nc(OC)nc(OC)n2)CC1
- Neddylation inh: i
- DNMT1 inh: 0
- TbMetRS inhib: -0.4
- CendR NRP1 mod: 14
- STEP block: 1
- SKN-1 inh: -4
- NadD block: -1
- Scp-1 inhibitor: -5
- LMPTP inh: -0.2
- SUMO1-SIM PPI: -5

48. CC1(C)CC(=O)C2=C(C1)c1c(ccc3ncccc13)NC2c1cccs1 (centres undefined)
- Neddylation inh: i
- DNMT1 inh: 2
- TbMetRS inhib: 0.0
- CendR NRP1 mod: -3
- STEP block: -2
- SKN-1 inh: 10
- NadD block: 0
- Scp-1 inhibitor: 0
- LMPTP inh: 1.9
- SUMO1-SIM PPI: -3
